PV pol inh – poliovirus RdRp elongation inhibitors, primary screen, biochemical, fluorescence polarization, total intensity; poliovirus polymerase elongation; stronger effect = lower value; % elongation, % (compound at 16.7 µg/mL); 0.66% of 150,000 active; AID 588519, 2011; in the data active = % elongation below about 90%; note: some results filed as inactive read as strong as hits
Target sequence (P03300 1749-2209 limits assumed): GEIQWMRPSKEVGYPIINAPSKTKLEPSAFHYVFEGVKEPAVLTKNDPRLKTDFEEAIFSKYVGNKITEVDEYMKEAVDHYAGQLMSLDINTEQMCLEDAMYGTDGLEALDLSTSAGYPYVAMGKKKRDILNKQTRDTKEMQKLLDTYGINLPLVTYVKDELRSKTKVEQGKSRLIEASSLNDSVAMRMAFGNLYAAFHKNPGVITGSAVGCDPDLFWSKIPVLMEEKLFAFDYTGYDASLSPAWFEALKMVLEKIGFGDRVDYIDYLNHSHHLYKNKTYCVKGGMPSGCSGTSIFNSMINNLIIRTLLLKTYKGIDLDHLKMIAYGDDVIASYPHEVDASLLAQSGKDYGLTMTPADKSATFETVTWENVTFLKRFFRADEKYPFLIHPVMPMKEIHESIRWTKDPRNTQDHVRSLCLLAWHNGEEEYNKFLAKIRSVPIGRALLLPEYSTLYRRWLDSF
PV pol inh FP z-score – recorded beside PV pol inh, whose call it bears; z-score; measured here: FP z-score; hits read low
* = called active by the depositor; & = joins results of further samples. Some of the compounds tested, so the mix of outcomes need not match the whole.

structure | PV pol inh | PV pol inh FP z-score
CCOC(=O)c1c(C)oc2c1c(C(c1ccc(OC)cc1)N1CCOCC1)c(O)c1ccccc12 (configuration not stated) | 101.0 | -0.1
CC(=O)N/N=C(/c1ccccc1)C(O)c1ccccc1 (configuration not stated) | 100.0 | 0.3
c1ccc(CN2CCCN(Cc3ccccc3)C2c2cccs2)cc1 | 103.0 | 0.4
O=C(CN1CCC(N2CCCCC2)CC1)c1ccc(F)cc1 | 100.0 | -0.9
O=C(OCCS(=O)(=O)c1ccc(C(F)(F)F)cn1)c1ccc(Cl)c(Cl)c1 | 105.0 | -0.1
CC(C)C(C)(N)C#N (configuration not stated) | 104.0 | 0.2
CCn1c(-c2ccc(C(C)(C)C)cc2)n[nH]c1=S | 102.0 | 0
CC(C)(C)c1ccc(-c2nnc(-c3ccccc3NC(=O)/C=C\C(=O)O)o2)cc1 | 104.0 | -0.2
O=C(Cn1cnc2ccccc2c1=O)Nc1ccccc1C(=O)NCc1ccc2c(c1)OCO2 | 101.0 | -0.1
CCOC(=O)Cc1csc(NC(=O)C(C)(C)C)n1 | 102.0 | 0.1
CCCCN(CC)C(=O)c1ccc2c(c1)NC(=O)c1ccccc1S2 | 104.0 | -0.5
CCOc1ccccc1NC(=O)c1ccccc1C | 98.0 | -0.5
O=C(NCC1CCN(Cc2cccc(Cl)c2)CC1)Nc1ccc(Cl)cc1 | 101.0 | -0.9
CCCOC(=O)Nc1nnc(CCC)s1 | 102.0 | 0.4
CCOC(=O)c1c(C)[nH]c(C)c1C(=O)COC(=O)CSc1nnc(-c2ccco2)n1CC | 108.0 | 1
COc1cccc(CNCC(C)O)c1OC (configuration not stated) | 111.0 | 0.9
FC(F)(F)c1ccccc1C1NCc2ccccc2-n2cccc21 (configuration not stated) | 112.0 | 1.4
O=C(/C=C/c1ccccc1)N1CCCC1=O | 100.0 | -0.4
Cc1cccc(N2CCN(S(=O)(=O)c3ccc4c(c3)CCCN4C(=O)C3CCC3)CC2)c1C | 106.0 | -0.2
Cc1ccc(N2CCn3c2nc2c3c(=O)n(Cc3cccc(Cl)c3)c(=O)n2C)cc1C | 106.0 | 0
C(=N\NC1=Nc2cccc3cccc1c23)/c1ccccn1 | 129.0 | 2.8
Cn1cc(C(=O)NCc2ccc(F)cc2)c(=O)c2cc(S(=O)(=O)N3CCCCC3)ccc21 | 101.0 | -0.6
CCc1nc2ccc(C(=O)N3CCN(c4ccc(Cl)cc4)CC3)cc2nc1CC | 107.0 | 0.2
C1=C(C(c2nnnn2C2CCCCC2)N2CCCCC2)COc2ccccc21 (configuration not stated) | 100.0 | -0.3
Cc1ccc(Cl)cc1N(C)C(=O)c1cc2ccc3cccnc3c2[nH]1 | 107.0 | -0.1
Nc1c(C(=O)Nc2ccccc2C(F)(F)F)sc2[nH]c(=O)c(C(=O)O)cc12 | 99.0 | -0.8
COc1cccc(N=C2SC(C(=O)Nc3cccc(Cl)c3)CC(=O)N2C)c1 (configuration not stated) | 105.0 | 0.4
CCCNC(=O)C(C)N (configuration not stated) | 102.0 | 0
COC(CNC(=O)CN1C(=O)/C(=C/c2ccccc2F)Oc2ccccc21)OC | 100.0 | -0.2
Clc1ccc(-c2nn(-c3ccccc3)cc2C=NCc2ccco2)cc1 | 106.0 | 0.4
CCOc1ccc(NC(=S)N2CC(O)CC2C(N)=O)cc1 (configuration not stated) | 103.0 | 0.2
O=C1C2C3C=CC(C3)C2C(=O)N1c1ccc(Cl)cc1 (configuration not stated) | 100.0 | -0.1
O=C(CCc1ccccc1)NNc1ccc(F)cc1 | 104.0 | 0.8
CCN1C(=O)/C(=C/c2ccc(NC(C)=O)cc2)SC1=S | 105.0 | 0.8
CCC(=O)N1c2ccccc2CC1C(=O)NCc1ccc(OC(C)C)cc1 (configuration not stated) | 107.0 | 0.1
O=C(CSc1nc2ccccc2[nH]1)c1cccs1 | 100.0 | 0
CCc1ccc(NC(=O)Cn2ncc3ccccc32)cc1 | 105.0 | 1.2
O=C(NCCN1CCCCC1)c1ccc(Cn2c(SCc3cccc(F)c3)nc3cccnc32)cc1 | 112.0 | 0.6
COc1ccc(-c2noc(COc3cc(C)c(Cl)c(C)c3)n2)cc1OC | 99.0 | -0.6
C=C(C)c1cccc(C(C)(C)NC(=O)NC2CC2)c1 | 105.0 | 0.2
CCOc1nc(C)nc2c1sc(=S)n2C | 106.0 | 0.2
CCCN(CCC)C1=C(C(=O)c2ccccc2)N(C)S(=O)(=O)c2ccccc21 | 104.0 | 0.5
O=C(O)c1cccnc1N1CCOCC1 | 101.0 | -0.1
Cc1ccc(N=Cc2c(O)c3ccccc3n(C)c2=O)cc1 | 102.0 | -0.1
CC(C)c1ccc(OCC(=O)NCCS(=O)(=O)N2CCN(c3ccc(F)cc3)CC2)cc1 | 112.0 | 1.1
N#C/C(=C\c1ccc(N2CCCC2)o1)c1ccccc1 | 76.0 | -10.4
CCC(C)NC(=O)/C=C1\Sc2ccccc2NC1=O (configuration not stated) | 100.0 | -0.9
CCCCc1ccc(N2C(=O)C=CC2=O)cc1 | 101.0 | 0
CCCCn1nc(C)c(/C=N/NC(=O)CN2CCCc3ccccc32)c1Cl | 100.0 | -0.6
Cc1ccc(NC(=O)c2oc3ccc(S(=O)(=O)N4CCC5(CC4)OCCO5)cc3c2C)cc1Cl | 104.0 | -1.6
O=C1N(Cc2cccc(C(F)(F)F)c2)c2ccccc2S(=O)(=O)N1c1cccc(Cl)c1 | 106.0 | -0.3
CCOC(=O)c1cc2c(N(C)C)nccc2nc1C(F)(F)F | 99.0 | -0.6
COc1ccc(C2C=C(c3ccccc3)Nc3nc(NC(C)=O)nn32)cc1 (configuration not stated) | 99.0 | -1.4
COc1ccc2oc(=O)c(-c3cn4c(n3)sc3cc(OC)ccc34)cc2c1 | 109.0 | 0.7
CCOC(=O)c1c(-c2cccs2)csc1NC(=O)C(F)(F)F | 98.0 | -0.5
Nc1cc(Cl)ccc1Sc1ccccc1 | 103.0 | 0.4
Cc1cc(OCCN2CCCC2)cc(C)c1Cl | 100.0 | -0.3
CC(=O)N1CCN(S(=O)(=O)c2ccc(C)cc2)C1c1ccc(N(C)C)cc1 (configuration not stated) | 99.0 | -0.3
COC(=O)c1c(C(=O)OC)c2ccncn2c1Cl | 107.0 | 0.6
COC(=O)c1ccc(COC(=O)c2ccc3c(c2)OCO3)o1 | 100.0 | -0.5

Another view of 3 compounds above.
Value order: PV pol inh | PV pol inh FP z-score
COc1ccc(C2C=C(c3ccccc3)Nc3nc(NC(C)=O)nn32)cc1 (configuration not stated)
    99.0 | -1.4
COc1ccc2oc(=O)c(-c3cn4c(n3)sc3cc(OC)ccc34)cc2c1
    109.0 | 0.7
CCOC(=O)c1c(-c2cccs2)csc1NC(=O)C(F)(F)F
    98.0 | -0.5

Continuation:
structure | PV pol inh | PV pol inh FP z-score
O=C(O)/C=C/C(=O)NCc1ccccc1 | 101.0 | -0.2
Cc1cccc(NC(=O)CSc2ncc(-c3ccccc3)[nH]2)c1C | 101.0 | -0.6
CC(C)Cn1ccn(-c2cccc(Cl)c2)c(=O)c1=O | 99.0 | -1.2
COc1ccc(CNCCC2(c3ccccc3)CCOC(C)(C)C2)cc1OC (configuration not stated) | 105.0 | 0.1
Cc1ccc(C)c(-c2nnc(NC(=O)C3CC3)o2)c1 | 99.0 | -1.3
CCc1ccc(NC(=O)c2cc(C3CC3)on2)cc1 | 102.0 | 0.2
c1cc2c(cc1-n1nnnc1SCC1CC1)OCO2 | 108.0 | 0.4
N#Cc1ccccc1NC(=O)CSc1ncnc2ccccc12 | 104.0 | 0.2
CCOC(=O)c1ccc(NC(=O)NCCOCCn2c(=O)oc3ccccc32)cc1 | 106.0 | -0.1
Cc1onc(-c2ccccc2Cl)c1C(=O)OCC(=O)c1ccccc1 | 102.0 | 0.1
CCN(c1ccc(OC)cc1)S(=O)(=O)c1ccc(-c2cc(C(F)(F)F)no2)s1 | 103.0 | 1
Cc1ccc(S(=O)(=O)N2CCC(C(=O)NCc3ccccc3Cl)CC2)cc1 | 108.0 | -0.7
COc1ccc(-c2nc(CCNC(=O)c3cc(OC)c(OC)c(OC)c3)cs2)cc1 | 108.0 | 0.1
O=C(COC(=O)CC1CC2CCC1C2)NCc1ccc(F)cc1 (configuration not stated) | 101.0 | -0.1
COc1ccc(/C=C2\Oc3ccccc3N(CC(=O)NC(C)c3ccccc3)C2=O)cc1 (configuration not stated) | 101.0 | -0.5
O=C(O)CC1(Cc2nc3ccccc3s2)CCCC1 | 98.0 | -0.8
Fc1ccc2nc(NCc3ccccc3)sc2c1 | 84.0* | -2.5*
COc1ccccc1C(=O)NC1=NN(c2ccc3ccccc3c2)CC1 | 104.0 | 0.1
CCn1cc(C(=O)NCCN(CC(C)C)CC(C)C)c(=O)c2cc(S(=O)(=O)N(C)C3CCCCC3)ccc21 | 110.0 | 1.1
C[C@@H]1CC[C@H]2[C@H](C)[C@H]3CC[C@@]4(O)C5C[C@@H](O)[C@H]6C[C@H](O)CC[C@]6(C)[C@H]5C[C@H]4[C@@H]3CN2C1 (some centres not stated) | 99.0 | -0.1
Cc1cc(-c2ccc(S(=O)(=O)Nc3ccc(Br)c(C)c3)s2)on1 | 107.0 | -0.1
COc1ccc(CCNC(=O)Cc2nn(C)c(=O)c3ccccc23)cc1OC | 107.0 | 1.9
CCOC(=O)c1ccc(N2C(=O)CS(=O)(=O)CC2=O)cc1 | 98.0 | -0.5
CCc1ccc2[nH]c(C(=O)NC(C)COC)cc2c1 (configuration not stated) | 106.0 | 0.5
O=C(Nc1cscc1S(=O)(=O)c1ccccc1)c1ccccc1Cl | 109.0 | 1.2
O=c1[nH]c2cc(C(F)(F)F)ccc2n1-c1cc(C(F)(F)F)ccc1O | 103.0&102.0 | 0.7&0.5
CCOC(=O)C1=C(O)/C(=C\c2sccc2C)N=C1C | 100.0 | -0.4
O=C(O)C(CO)NS(=O)(=O)c1ccc(F)cc1 (configuration not stated) | 99.0 | -0.3
Nc1ncc(Cc2ccccc2)s1 | 100.0 | -0.4
Nc1nnc(SCC(=O)NCc2ccco2)n1CC(=O)NCc1ccco1 | 104.0 | 1.1
Fc1ccc(Nc2c(-c3ccccn3)nc3ccc(Cl)cn23)cc1 | 101.0 | -1.2
CS(=O)(=O)N(CC(=O)NCCSCc1ccccc1)c1cc(C(F)(F)F)ccc1Cl | 109.0 | 1.5
Cc1c(C(=O)OCCOc2ccccc2)[nH]c2c1C(=O)CC(c1ccccc1)C2 (configuration not stated) | 104.0 | -0.3
COc1cc(N)c(Cl)cc1C(=O)NC1CCN(Cc2ccccc2)CC1 | 100.0&99.0 | 0.1&-0.1
CCOC(=O)c1c(NC(=O)c2cc(-c3cccc(OC)c3)on2)sc2c1CCCC2 | 77.0* | -4.1*
CCn1nnc2c(Nc3ccc4c(c3)OCO4)ncnc21 | 106.0 | 0.3
C=CCN(CC=C)S(=O)(=O)c1ccc(N)cc1 | 99.0 | -1.1
CSc1ccc(C=C2C(=O)c3ccccc3C2=O)cc1 | 103.0 | 0.5
O=C(NCC1(c2ccccc2)CCCC1)c1cc2c(s1)-c1ccccc1S(=O)(=O)C2 | 101.0 | 0
COc1ccccc1CNc1ccc(-c2nc(-c3ccco3)no2)cc1[N+](=O)[O-] | 109.0 | 0.2
c1ccc2c3nnc4n(c-3nc2c1)CCCS4 | 99.0 | -1
O=C(Cn1ncc2c3ccccc3n(Cc3ccc(Cl)cc3)c2c1=O)NCCC1=CCCCC1 | 133.0 | 2.7
C=CCc1cccc2cc(C(=O)N3CCN(c4ccccc4F)CC3)c(=O)oc12 | 105.0 | 0.2
COc1ccc(OC)c(NC2=C(c3ccccc3)C(=O)c3ccccc32)c1 | 102.0 | -0.8
O=C(O)c1cc2ccccc2[nH]c1=O | 99.0 | -1.3
Cc1ccc(-n2c(C)csc2=N)cc1 | 99.0 | -0.9
CCOc1ccc(CC(=O)Nc2c(C(=O)c3ccc(C)cc3)oc3ccccc23)cc1OCC | 110.0 | 1.6
COC(=O)c1ccc(OCC(=O)/C(C#N)=C(\C)N)cc1 | 108.0 | 0.6
C=CCC(NCc1ccco1)c1ccc(N(C)C)cc1 (configuration not stated) | 105.0 | 0.2
O=C(Cn1c(SCc2ccccc2F)nc2ccncc21)Nc1ccccc1C(F)(F)F | 105.0 | -0.8
NC(=O)COC(=O)c1cc(-c2cccs2)nc2ccccc12 | 105.0 | 0.3
Cc1nnc2n1N=CC=C(c1ccccc1)S2 | 100.0 | -0.8
O=C(CC1SC(=Nc2ccccc2)N(CCCCO)C1=O)NCc1ccccc1 (configuration not stated) | 103.0 | 0.6
CN1C(=O)c2cccc3c(S(=O)(=O)N(C)C)ccc1c23 | 103.0 | 0.3
CCN(CC)c1ccc2c(=O)[nH][nH]c(=O)c2c1 | 100.0 | -0.4
O=c1[nH]c2ccc(N=Cc3ccc(C#Cc4ccccc4)cc3)cc2o1 | 103.0 | 0.1
NC(=O)NOCc1ccccc1 | 102.0 | -0.1
CCOc1ccc(OCCNC(=S)NC)cc1 | 97.0 | -0.4
CCCSc1nc(-c2ccc(OC)cc2)cc(-c2ccccc2OC)c1C#N | 88.0* | -2.1*
Oc1ccc(CNc2ccccc2O)cc1 | 101.0 | 0.2

The results go on:
structure | PV pol inh | PV pol inh FP z-score
O=C(CSC1=NCCS1)NC1CC1 | 103.0 | 0.7
CCn1nnc2cc(C(=O)Nc3cccc(Cl)c3F)ccc21 | 99.0 | -0.5
S=C(c1cn(Cc2ccc(Cl)cc2)c2ccccc12)N1CCCC1 | 100.0 | -0.2
COc1cc(OC)cc(C(=O)OCC(=O)N2CCC(C(N)=O)CC2)c1 | 101.0 | -0.3
